pPAFAH inh = pPAFAH (human) enzyme inhibition | 1.5% of 330,000 active | AID 463082 | recombinant pPAFAH, FP-rhodamine probe fluorescence polarization | Q13093 | inhibition, % at 3.39 µM;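 active = inhibition above the mean inhibition across the screen plus 3 SD, cut at about 25% in these data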;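 note: inhibitors block binding of the rhodamine activity-based probe so polarization drops; 0% = enzyme with DMSO and 100% = wells lacking pPAFAH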
LYPLA2 counter = LYPLA2 (human) inhibition in PME1 counter-screen. recombinant LYPLA2, FP-Rh probe fluorescence polarization. AID 2177. O95372. 0.38% of 320,000 active. inhibition, % at 5.9 µM;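 active = inhibition above the screen-wide mean plus 3 SD, limit set per campaign, cut at about 26% in these data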;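 note: 0% = LYPLA2 with DMSO and 100% = wells lacking LYPLA2 enzyme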
LYPLA1 counter = LYPLA1 (human) inhibition in PME1 counter-screen; O75608; recombinant LYPLA1, FP-Rh probe fluorescence polarization; inhibition, % at 5.9 µM; 0.16% of 320,000 active;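 active = inhibition above the mean of all tested compounds plus 3 SD, set per campaign, cut at about 14% in these data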;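 note: inhibitors block serine hydrolase probe labeling of LYPLA1 so polarization falls; 0% = enzyme with DMSO and 100% = wells lacking LYPLA1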
PAD4 inh = inhibitors of human PAD4; Q9UM07; recombinant PAD4, RCA probe fluorescence polarization; inhibition, % at 6.36 µM; 0.41% of 330,000 active; AID 485272;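 active = percent inhibition above a cutoff equal to the mean of all tested compounds plus 3 SD, cut at about 15% in these data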;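 note: 0% = PAD4 with RCA probe and DMSO and 100% = probe without PAD4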
PAFAH1B2 FP inh = blocks human PAF acetylhydrolase 1b catalytic subunit 2; inhibition, % at 3.39 µM; 1.2% of 340,000 active; recombinant PAFAH1B2, FP-rhodamine activity probe, fluorescence polarization; P68402;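 active = inhibition above the mean of all tested compounds plus 3 SD, cut at about 24% in these data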;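 note: 0% = enzyme with DMSO and 100% = wells lacking PAFAH1B2; many of its hits are not listed in these tables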
PAFAH1B3 FP inh = blocks human PAF acetylhydrolase 1B catalytic subunit 3 | Q15102 | inhibition, % at 3.39 µM | 0.28% of 340,000 active | AID 492972 | recombinant PAFAH1B3, FP-rhodamine probe, fluorescence polarization;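 active = inhibition above the screen-wide average of all tested compounds plus 3 SD, cut at about 25% in these data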;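 note: 0% = enzyme with DMSO only and 100% = wells lacking PAFAH1B3 protein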
Target sequence (Q15102 whole entry, looked up): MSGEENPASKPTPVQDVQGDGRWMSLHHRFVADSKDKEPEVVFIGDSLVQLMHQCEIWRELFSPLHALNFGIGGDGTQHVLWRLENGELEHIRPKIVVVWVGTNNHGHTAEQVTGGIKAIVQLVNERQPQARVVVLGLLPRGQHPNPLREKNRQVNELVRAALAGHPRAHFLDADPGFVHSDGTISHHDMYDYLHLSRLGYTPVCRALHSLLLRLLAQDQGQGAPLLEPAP
PAFAH2 FP inh = PAFAH2 (human) inhibition | recombinant PAFAH2, FP-rhodamine activity probe, fluorescence polarization | AID 492956 | inhibition, % at 3.39 µM | Q99487 | 0.99% of 340,000 active;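 active = inhibition above the mean over all tested compounds plus 3 SD, cut at about 30% in these data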;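 note: inhibitors block probe labeling of enzyme so polarization drops; 0% = enzyme with DMSO and 100% = wells lacking PAFAH2 protein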
GSTO1 counter = counter-screen for RBBP9 inhibitors: inhibitors of human GSTO1 | 1.1% of 300,000 active | AID 1974 | recombinant GSTO1, activity-based probe fluorescence polarization | inhibition, % at 5.96 µM;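 active = inhibition above the campaign mean inhibition plus 3 SD, cut at about 35% in these data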;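 note: 0% = GSTO1-1 with DMSO and 100% = wells lacking GSTO1-1 enzyme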
Target sequence (P78417 whole entry, looked up): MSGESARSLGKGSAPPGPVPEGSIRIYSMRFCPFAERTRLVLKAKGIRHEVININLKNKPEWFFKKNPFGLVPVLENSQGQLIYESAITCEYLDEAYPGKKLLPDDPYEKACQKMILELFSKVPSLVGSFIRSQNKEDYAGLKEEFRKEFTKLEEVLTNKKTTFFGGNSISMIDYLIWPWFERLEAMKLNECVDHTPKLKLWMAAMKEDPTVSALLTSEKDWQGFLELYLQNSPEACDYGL
PME-1 inh = blocks human protein phosphatase methylesterase 1. 0.53% of 320,000 active. Q9Y570. inhibition, % at 5.9 µM. recombinant PME-1, FP-Rh probe fluorescence polarization;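 active = inhibition above the campaign mean of all compounds plus 3 SD, cut at about 26% in these data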;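 note: competitive labeling of PME-1 active site by serine hydrolase directed probe; 0% = PME-1 with DMSO and 100% = wells lacking PME-1 enzyme; inhibitors block probe labeling so polarization falls and inhibition rises; many of its hits are not listed in these tables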
Target sequence (Q9Y570 whole entry, looked up): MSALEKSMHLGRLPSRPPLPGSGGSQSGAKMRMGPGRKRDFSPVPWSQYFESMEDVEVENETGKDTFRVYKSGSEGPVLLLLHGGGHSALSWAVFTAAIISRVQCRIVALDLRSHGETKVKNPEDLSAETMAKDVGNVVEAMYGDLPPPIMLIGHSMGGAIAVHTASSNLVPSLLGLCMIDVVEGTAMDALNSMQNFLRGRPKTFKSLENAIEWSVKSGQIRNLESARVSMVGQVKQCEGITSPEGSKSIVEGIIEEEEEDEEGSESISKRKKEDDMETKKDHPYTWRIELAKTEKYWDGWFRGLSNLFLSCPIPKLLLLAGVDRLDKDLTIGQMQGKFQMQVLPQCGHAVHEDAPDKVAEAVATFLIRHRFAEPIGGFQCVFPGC
Active calls of the source: *; x = no result given.

Compound	GSTO1 counter	LYPLA1 counter	PAFAH1B2 FP inh	PAFAH2 FP inh	pPAFAH inh	LYPLA2 counter	PAD4 inh	PME-1 inh	PAFAH1B3 FP inh
O=C(Nc1nccs1)C(c1ccccc1)N1CCCC1 (stereo not given)	11.0	-3.5	2.1	0.0	-0.5	-0.9	-1.9	0.1	5.6
O=C(NC1CCCCCCC1)C1CCC(CNc2c(N3CCCC3)c(=O)c2=O)CC1 (stereo not given)	2.2	0.7	1.3	1.8	5.0	5.0	3.7	5.2	9.0
O=C(O)CCCCn1c(SCC(=O)Nc2ccccc2C(F)(F)F)nc2ccsc2c1=O	2.2	-2.7	1.1	-4.1	2.4	-1.6	-5.8	5.3	4.4
C=CCn1c(O)c(N=NC(=O)CNC(=O)c2ccco2)c2ccccc21	0.6	10.2	1.1	10.0	-1.5	-0.7	3.3	2.4	2.4
O=C1NCCNC1(c1c[nH]c2ccccc12)C(F)(F)F (stereo not given)	-2.4	0.4	-0.4	-2.9	-4.8	-1.3	-5.9	-2.4	-1.4
COc1ccccc1CNC(=O)c1ccccc1NS(C)(=O)=O	-3.0	0.9	-2.0	-0.4	1.8	2.4	-3.3	5.4	7.7
CCCC(=O)Nc1ccc(C(=O)Nc2nc(CC(=O)OCC)cs2)cc1	-6.1	-1.4	5.2	-4.0	3.2	4.4	2.8	-1.3	-1.5
CN(C)c1ccc(C(=O)N2CCN(C(=O)C3CCCO3)CC2)cc1 (stereo not given)	x	x	2.3	6.6	-0.1	x	-3.4	x	12.3
CC(=O)Nc1cccc(C(=O)OC(C)C(=O)NC(=O)NC2CCCCC2)c1 (stereo not given)	2.6	1.6	1.8	2.7	4.9	-0.5	3.8	-2.7	2.3
O=C(Nc1ccc(C(=O)N2CCCCC2)cc1)c1cccs1	-1.4	7.0	3.1	4.4	2.9	3.9	0.9	-4.0	4.7
CCOc1cc(CO)cc(Br)c1OCC(N)=O	3.4	-0.8	-5.5	-3.3	3.1	1.0	-3.6	6.8	10.5
COc1cccc(-n2c(SCC(=O)Nc3nc4ccccc4s3)nc3ccccc3c2=O)c1	-13.7	-22.0	x	x	-8.8	-42.6	-1.3	-44.6	x
CN(C(=O)COC(=O)c1ccc2c(=O)n3c(nc2c1)CCC3)c1ccccc1	-5.5	-0.4	3.4	1.4	-2.4	-1.7	-6.8	-5.6	-2.5
COC(=O)c1ccsc1NC(=O)c1ccccc1	4.8	1.1	-1.1	3.0	-1.4	4.2	-13.0	0.5	-0.1
Cc1ccc(-c2csc(NC(=O)c3cccc(C)c3)c2C(=O)O)cc1	-12.0	0.0	7.7	10.3	3.4	-1.5	1.7	-4.0	4.7
O=C(c1ccco1)N1CCN(Cc2nnnn2C2CCCCC2)CC1	1.6	3.2	0.1	-1.1	-1.0	1.9	2.0	0.5	5.2
COc1ccc(C(=O)NCc2ccncc2)cc1S(=O)(=O)NCc1ccc(Cl)cc1	x	-0.9	9.2	1.6	0.2	0.8	0.2	-3.0	1.0
COc1ccc2nc(C)cc(SCC(=O)NNC(=O)COc3ccccc3)c2c1	-10.5	0.5	6.3	8.5	-7.4	3.0	2.9	-4.5	10.1
CC[n+]1c(C)cc(C)n1-c1ccccc1	7.9	-0.9	-3.0	3.5	1.8	0.8	1.3	6.6	3.3
CC(=O)Nc1c(-c2ccc3ccccc3c2)nc2ccccn12	-1.3	-2.7	3.7	1.6	4.0	-7.0	0.9	-2.3	2.3
COc1cc(-c2nnc(COC(=O)c3nn(CC(C)C)c(=O)c4ccccc34)o2)cc(OC)c1OC	4.2	0.9	1.4	-5.2	-0.8	2.7	1.5	-1.6	4.5
Oc1ccc(Br)cc1C=Nc1ccc(Cl)cc1	0.7	0.5	6.8	4.6	-3.6	-1.6	-2.8	-3.2	3.3
c1cc2c(cc1C1CCCCC1)c1c3n2CCCNC3CCC1 (stereo not given)	7.5	-2.4	5.9	4.3	44.7*	2.2	1.9	-5.5	4.8
Cc1ccc(S(=O)(=O)N2CCN(C(=O)c3ccc(Cl)nc3)CC2)cc1	0.6	-1.8	4.0	-0.3	-2.0	-5.2	-0.8	-13.1	1.3
COc1cc(C2N=C(c3ccccc3)NO2)cc(Br)c1O (stereo not given)	1.0	0.2	2.4	2.1	12.6	-3.6	0.7	-8.7	9.1
CC(NC(=O)c1cccc(S(=O)(=O)N(C)C)c1)C1CC2CCC1C2 (stereo not given)	1.3	5.5	6.7	18.4	5.9	2.0	0.6	3.9	-0.7
Cc1sc2nc(CSCC(=O)Nc3ccc(N4CCOCC4)cc3)[nH]c(=O)c2c1C	2.7	1.8	4.0	5.7	-2.1	8.8	-3.0	6.5	7.2
Cc1ccc(C)c(OCCn2cc(C(=O)O)c3ccccc32)c1	-4.3	-2.5	x	x	3.4	-2.7	3.2	-7.6	x
Cc1cccc(C)c1NC1=NC(=S)N(c2ccc(N(C)C)cc2)C1(C)C	22.3	-3.7	0.2	0.8	5.1	-7.2	2.1	3.0	1.2
FC(F)(F)c1nc(NCc2ccccc2)c2nnn(Cc3ccccc3)c2n1	-0.3	1.6	-1.6	-8.0	4.6	6.8	3.3	5.0	9.1
Nc1[nH]nc2nc(NCc3ccccc3)c3c(c12)CCN(Cc1ccccc1)C3	-0.4	0.3	5.3	-4.6	2.8	2.2	0.1	0.0	9.6
Cc1ccc(NC(=O)CSCC(=O)NC2(C)CCS(=O)(=O)C2)cc1 (stereo not given)	x	-1.7	3.0	-1.2	3.6	-1.6	-2.1	2.1	3.7
O=C(CCc1ccccc1)NCCc1ccc(F)cc1	11.1	2.7	4.0	3.7	3.5	-2.2	-2.4	0.4	8.6
COc1ccc(C(=O)C(C)OC(=O)CNC(=O)c2ccco2)cc1 (stereo not given)	x	x	-0.6	-0.3	2.9	x	1.6	x	-1.9
CC(=O)Cn1nnc(-c2ccc(C(F)(F)F)cc2)n1	-3.8	-0.1	8.2	6.9	-1.1	-5.8	2.8	-8.1	1.6
CCN(CC)S(=O)(=O)c1csc(C(=O)Nc2ccccn2)c1	2.8	2.9	-1.5	-1.6	3.7	5.8	-1.4	4.2	-10.7
CCOC(=O)NC(=S)Nc1ccc(C(C)(C)C)cc1Br	8.6	-3.0	2.6	-3.6	4.7	5.1	-6.3	2.8	-4.0
CN1CCc2c(sc(N)c2C(N)=O)C1	14.4	2.7	2.3	-7.0	3.2	0.8	-4.1	5.3	11.7
Cc1ccc(N2C(=O)C(O)(C(F)(F)F)C3=C2CC(C)(C)CC3=O)cc1C (stereo not given)	1.5	0.9	0.2	-7.2	2.3	5.0	2.0	-1.8	-4.0
CC(C)c1ccc(OCc2ccc(C(=O)N3CCCC3)o2)cc1	1.8	-1.7	3.3	7.1	15.3	5.4	-4.7	-1.0	-3.0
CC(=O)OC1CSc2nc3ccccc3n2C1 (stereo not given)	-0.1	-1.4	3.3	-4.4	0.9	2.9	-1.8	4.0	-1.7
Nc1nc(N)nc(-c2ccc(Oc3ccccc3)cc2)n1	6.0	-0.7	5.2	2.5	4.7	5.4	-0.1	-2.9	4.5
Cc1ccccc1OCCCN1C(=O)C(=O)c2cccc(C)c21	5.5	0.7	2.9	3.1	5.7	8.9	-4.5	-1.5	2.0
CC1(C)CC(=O)C2=C(C1)OC(N)=C(C#N)C21CCC2(CC1)OCCO2	0.9	2.0	6.4	8.7	8.3	5.5	-2.1	-2.4	-0.6
O=C(Nc1nccs1)C1CC(=O)N(c2ccc(F)cc2)C1 (stereo not given)	2.2	-0.5	2.6	-0.9	-0.3	3.9	-1.7	5.8	9.3
CC(C)CC(=O)Nc1ccc(-c2nc3ccccc3c(=O)o2)cc1	-13.1	-1.7	3.7	-13.9	7.4	-5.1	-4.6	-14.6	-4.7
O=c1[nH]cc(C(F)(F)F)cc1NS(=O)(=O)c1ccccc1[N+](=O)[O-]	-5.8	-1.4	1.2	2.7	7.4	-0.5	-2.4	1.1	12.7
Cc1cc(/C=C/C(=O)O)c(C)n1-c1ccc(Cl)cc1	8.6	0.4	3.5	7.1	3.9	0.5	-0.9	-0.5	4.1
CCCN(CC1CCCO1)C(=O)CCc1nnc(CCc2ccc(OC)cc2)o1 (stereo not given)	-0.5	-2.4	7.2	6.6	-1.2	-0.6	-3.5	1.4	7.9
COc1ccc(C2=NN(CC(=O)NCC(OC)OC)C(=O)CC2)cc1	7.1	-0.3	1.9	3.0	4.3	0.7	-0.1	-3.3	4.8

New compounds follow.
Compound	GSTO1 counter	LYPLA1 counter	PAFAH1B2 FP inh	PAFAH2 FP inh	pPAFAH inh	LYPLA2 counter	PAD4 inh	PME-1 inh	PAFAH1B3 FP inh
Cc1occc1C(=O)NNC(=O)CN1C(=O)NC(C)(c2ccccc2)C1=O (stereo not given)	-4.6	4.2	0.7	-0.3	1.2	1.8	-1.2	-0.2	2.5
CCOC(=O)c1c(C)[nH]c(C(=O)COC(=O)c2ccc(F)c(S(=O)(=O)N3CCOCC3)c2)c1C	3.1	1.3	-1.2	1.3	5.5	1.9	-8.6	4.7	7.5
O=C1CN(S(=O)(=O)c2ccccc2)CCN1	x	x	2.1	-0.9	2.9	x	-0.5	x	4.1
CSCCC1NC(=O)N(CC(=O)Nc2ccc3c(c2)OCCO3)C1=O (stereo not given)	x	x	3.3	8.6	3.1	x	0.6	x	9.5
O=C(NCc1ccncc1)C1CCN(C(=O)c2cccc(Cl)c2)CC1	-0.8	-3.4	3.5	-2.3	3.2	-1.9	3.1	1.5	4.2
Nc1ccccc1Nc1cc(-c2cccc(Cl)c2)nn1-c1ccccc1	2.0	-2.2	0.9	0.3	8.1	3.7	4.9	8.1	10.3

Screening data as filed in PubChem BioAssay.

The list is partial; the hit share may differ from the screen's.
